High-throughput results (PubChem)
Tn6 DDE FP: inhibitors of Tn6 peptide binding to human fibrin DD(E); P02675; Fibrin DD(E) TRITC-Tn6 fluorescence polarization displacement; inhibition, % at 8.3 µM; hit rate 0.21% among 370,000; AID 720509;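 active means inhibition above a per-campaign cutoff: mean of compounds within control limits plus 3 SD, cut at about 15% in these data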;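 further: 0% = median of all compound wells on the plate and 100% = blocking peptide control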
Target sequence (P02675 whole entry, looked up): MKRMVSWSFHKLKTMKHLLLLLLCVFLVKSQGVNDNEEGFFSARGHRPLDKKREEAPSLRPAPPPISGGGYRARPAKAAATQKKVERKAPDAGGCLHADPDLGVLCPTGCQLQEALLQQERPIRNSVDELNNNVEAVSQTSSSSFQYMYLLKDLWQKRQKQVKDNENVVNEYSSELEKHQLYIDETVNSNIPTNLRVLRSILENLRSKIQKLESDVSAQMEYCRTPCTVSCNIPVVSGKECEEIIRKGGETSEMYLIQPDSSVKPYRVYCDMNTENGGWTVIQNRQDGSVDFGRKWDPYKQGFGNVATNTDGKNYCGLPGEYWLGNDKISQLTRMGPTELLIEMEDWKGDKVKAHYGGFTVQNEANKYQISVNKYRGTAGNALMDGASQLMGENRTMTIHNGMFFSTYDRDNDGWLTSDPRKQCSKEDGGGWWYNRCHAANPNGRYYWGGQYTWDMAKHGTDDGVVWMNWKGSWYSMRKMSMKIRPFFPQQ
DDE Tn7 FP inh: inhibitors of Tn7 peptide binding to human fibrin DD(E) | P02675 | FP displacement of FITC-Tn7 peptide from fibrin DD(E); 0% = median of compound wells per plate | inhibition, % at 8.3 µM | hit rate 0.13% among 370,000 | AID 720508;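 active means inhibition above the mean of compounds falling within the control limits plus 3 SD of them, cut at about 14% in these data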;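 further: 0% = plate median of compound wells and 100% = 10 µM Aha-Tn7 peptide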
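Assay system: Human fibrin DD(E) protein | Medium: Tris buffer with calcium and detergent, pH 7.8 | Reagent: 0.1 µM fluorescent Tn7 | Compound dosing: Single point at 8.3 µM | Times: 10 min preincubation, 3 h with tracer, room temperature | Detection: Fluorescence polarization of the labelled Tn7 tracer | Controls: Aha-Tn7 high control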
LEDGF integ inh: blocks HIV-1 LEDGF/p75-dependent DNA integration | TR-FRET IN-LEDGF/p75 DNA integration, Eu/Cy5 | inhibition, % at 3.7 µM | hit rate 0.64% among 370,000;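 active means inhibition above the screen-wide mean plus 3 SD, cut at about 13% in these data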;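 further: signal is the Cy5 over europium emission ratio at 671 and 618 nm; 0% = plate median of compound wells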
proKLK7 act: activates the human kallikrein-7 zymogen | P49862 | purified proKLK7, EDANS-DABCYL substrate fluorescence; 100% is mature enzyme control, 0% vehicle | activation, % at 7 µM | hit rate 0.9% among 370,000;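 active means activation above the mean of all tested compounds plus 3 SD, computed per campaign excluding outliers beyond control limits, cut at about 13% in these data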
ASAP1 GAP inh: blocks human ASAP1-stimulated Arf1 GTP hydrolysis. Q9ULH1. GDP FP detection. inhibition, % at 16.5 µM. hit rate 0.19% among 360,000. AID 624377; in the data active means inhibition above about 25%;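 further: 0% = vehicle with enzyme and substrate and 100% = no enzyme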
PLCg1 inh: blocks human PLC-gamma1 enzyme activity; P19174; purified PLC-gamma1, fluorogenic substrate, fluorescence; inhibition, % at 12.2 µM; hit rate 0.84% among 370,000; in the data active means inhibition above about 9.5%
TDP2 inh: TDP2 (human) inhibition, absorbance primary screen. O95551. recombinant TDP2, T5PNP hydrolysis, p-nitrophenol absorbance 415 nm. inhibition, % at 12.8 µM. hit rate 0.34% among 370,000;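 active means inhibition above the mean of all tested compounds plus 3 SD, set per campaign, cut at about 25% in these data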;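 further: 0% = DMSO with enzyme and 100% = buffer with substrate but no TDP2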
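Assay system: recombinant human TDP2 / Reagent: T5PNP substrate at 5 mM, a TopII-DNA adduct mimic / Measured by: epi absorbance from released p-nitrophenol / Evaluation: % inhibition relative to enzyme-containing and enzyme-free wells / Control set: enzyme-free and DMSO wells / Replicates: each compound tested once, singlicate / Schedule: enzyme reaction with compound for 2 h at 37 °C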
ARFGAP1 inh: inhibits rat ARF GTPase activating protein 1; Q62848; Arfgap1-stimulated ARF1 GTP hydrolysis, GDP FP detection; inhibition, % at 16.5 µM; hit rate 0.26% among 360,000;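 active means inhibition above a per-plate limit, mean inhibition of low control wells plus 3 SD, cut at about 25% in these data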;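 further: 0% = DMSO wells with enzyme and 100% = wells lacking Arfgap1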
Target sequence (Q62848 1-136 limits assumed): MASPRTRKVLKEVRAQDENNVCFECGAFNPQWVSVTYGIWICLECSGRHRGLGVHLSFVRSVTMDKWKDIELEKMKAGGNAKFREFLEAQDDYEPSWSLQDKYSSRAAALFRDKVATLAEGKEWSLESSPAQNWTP
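Assay system: Rat Arfgap1 GAP domain (His6, aa 1-136), purified enzyme | Buffer or medium: HEPES 25 mM pH 7.5, NaCl 150 mM, MgCl2, DTT | Schedule: GTP hydrolysis reaction 2 h at 25 °C | Signal: FP of antibody-bound GDP Alexa 633 tracer, ex 620/em 688 nm | Measure: Percent inhibition of Arfgap1-stimulated GTP hydrolysis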
ADAM17 inh: ADAM17 inhibition, QFRET primary screen. inhibition, % at 6.95 µM. recombinant ADAM17, EDANS/DABCYL FRET peptide cleavage. hit rate 0.83% among 370,000. AID 720648. P78536;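 active means inhibition above the mean of compounds lying between control limits plus 3 SD, set per campaign, cut at about 8.5% in these data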;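 further: 0% = DMSO-only wells as the low control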
ADAM10 inh: ADAM10 inhibition, QFRET primary screen | O14672 | recombinant ADAM10, EDANS/DABCYL FRET peptide cleavage, 3 h | inhibition, % at 7 µM | AID 720582 | hit rate 0.62% among 370,000;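 active means inhibition above a per-campaign cutoff equal to the mean of compounds falling between control-based bounds plus 3 SD, cut at about 20% in these data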;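 further: 0% = DMSO wells while the 100% control is not disclosed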
* hit, by the source's call; i = inactive.

entry	Tn6 DDE FP	proKLK7 act	DDE Tn7 FP inh	ADAM17 inh	PLCg1 inh	ARFGAP1 inh	LEDGF integ inh	ADAM10 inh	TDP2 inh	ASAP1 GAP inh	structure
1	7	0.0	3	2	5	-6	1	13	-12	-7	COc1ccc(C2NC(=S)NC(O)(C(F)(F)F)C2C(=O)c2cccs2)cc1 (configuration not stated)
2	2	0.1	1	-4	-2	1	2	-5	-3	0	CSc1ccccc1NC(=O)CSc1nnnn1-c1ccccc1SC
3	-2	3.6	-2	-58	-119	-3	11	-174	-3	-9	CN(C)C(=O)c1ccc(NC(=O)c2cc(-c3ccco3)nc3ccccc23)cc1
4	-4	-0.7	0	4	2	2	-5	-11	-8	15	O=C(COC(=O)C1CCN(c2ccc(C(F)(F)F)cn2)CC1)NCc1cccc(Cl)c1
5	-3	-0.3	7	-1	2	-2	-3	-1	4	7	CCOc1ccc(CCNC(=O)C2CCN(S(=O)(=O)N3CCC(C)CC3)CC2)cc1OCC
6	8	27*	0	-242	i	5	1	i	2	-1	COCC(=O)N(C)[C@H]1C[C@H]2c3[nH]c4ccccc4c3CCN2C(=O)[C@H]1[C@H](C)O
7	3	0.0	5	-5	-2	0	2	-4	-4	-6	Cc1ccc(CN2CCN(Cc3c(C)nn(-c4ccc(F)cc4)c3C)CC2CCO)o1 (configuration not stated)
8	-5	0.4	-6	2	2	9	0	3	-4	12	CC(C)(C)NC(=O)CC1C[C@H](C(=O)N2CCOCC2)[C@@]2(CCC3CCCC3)c3[nH]c4ccccc4c3CCN2C1=O (some centres not stated)

(further entries)
entry	Tn6 DDE FP	proKLK7 act	DDE Tn7 FP inh	ADAM17 inh	PLCg1 inh	ARFGAP1 inh	LEDGF integ inh	ADAM10 inh	TDP2 inh	ASAP1 GAP inh	structure
9	5	0.0	-3	0	0	11	1	-5	0	1	O=C(Nc1ccc(F)cc1F)c1cc(-c2ccc3c(c2)OCO3)on1
10	-7	0.3	-4	-1	2	5	4	-8	-5	6	Cc1cnc(CNc2nc3cc(-c4ccccc4C)sc3c(=O)n2C)cn1
11	0	-0.6	-3	-5	-1	0	-4	-6	-9	2	COc1cccc(NC(=O)CN2CCSc3ccccc32)c1
12	-5	-0.2	1	3	3	7	4	-1	3	-3	O=C(COc1nncc2ccccc12)NCCC1=CCCCC1
13	-2	-0.6	5	2	3	0	1	6	4	0	COc1ccc(NC(=O)c2cc(C3CCCCN3C(=O)OCC(C)C)on2)c(C)c1 (configuration not stated)
14	-9	0.0	3	-1	3	-1	-2	-9	-9	-4	Cc1cc(OC(=O)c2cccc(C(F)(F)F)c2)c([N+](=O)[O-])c(=O)[nH]1
15	0	-0.3	-5	2	10*	-5	0	9	-16	7	CCOC(=O)C1CCN(C(=O)c2ccc(Br)o2)CC1
16	-1	85*	2	i	i	0	0	i	-5	8	Cc1ccc(-c2cn3cccnc3n2)cc1

3 compounds out of the list above, sorted by the number in ARFGAP1 inh, ascending:
entry	Tn6 DDE FP	proKLK7 act	DDE Tn7 FP inh	ADAM17 inh	PLCg1 inh	ARFGAP1 inh	LEDGF integ inh	ADAM10 inh	TDP2 inh	ASAP1 GAP inh	structure
1	7	0.0	3	2	5	-6	1	13	-12	-7	COc1ccc(C2NC(=S)NC(O)(C(F)(F)F)C2C(=O)c2cccs2)cc1 (configuration not stated)
5	-3	-0.3	7	-1	2	-2	-3	-1	4	7	CCOc1ccc(CCNC(=O)C2CCN(S(=O)(=O)N3CCC(C)CC3)CC2)cc1OCC
13	-2	-0.6	5	2	3	0	1	6	4	0	COc1ccc(NC(=O)c2cc(C3CCCCN3C(=O)OCC(C)C)on2)c(C)c1 (configuration not stated)

Look-ups from the entries so far:
Entry of CSc1ccccc1NC(=O)CSc1nnnn1-c1ccccc1SC under Tn6 DDE FP: 2
Entry of CCOC(=O)C1CCN(C(=O)c2ccc(Br)o2)CC1 under TDP2 inh: -16
Entry of O=C(COc1nncc2ccccc12)NCCC1=CCCCC1 under PLCg1 inh: 3

An excerpt from above in order of SMILES length, largest number first:
entry	Tn6 DDE FP	proKLK7 act	DDE Tn7 FP inh	ADAM17 inh	PLCg1 inh	ARFGAP1 inh	LEDGF integ inh	ADAM10 inh	TDP2 inh	ASAP1 GAP inh	structure
14	-9	0.0	3	-1	3	-1	-2	-9	-9	-4	Cc1cc(OC(=O)c2cccc(C(F)(F)F)c2)c([N+](=O)[O-])c(=O)[nH]1
13	-2	-0.6	5	2	3	0	1	6	4	0	COc1ccc(NC(=O)c2cc(C3CCCCN3C(=O)OCC(C)C)on2)c(C)c1 (configuration not stated)
9	5	0.0	-3	0	0	11	1	-5	0	1	O=C(Nc1ccc(F)cc1F)c1cc(-c2ccc3c(c2)OCO3)on1
15	0	-0.3	-5	2	10*	-5	0	9	-16	7	CCOC(=O)C1CCN(C(=O)c2ccc(Br)o2)CC1
12	-5	-0.2	1	3	3	7	4	-1	3	-3	O=C(COc1nncc2ccccc12)NCCC1=CCCCC1
16	-1	85*	2	i	i	0	0	i	-5	8	Cc1ccc(-c2cn3cccnc3n2)cc1

Remaining list, next part:
entry	Tn6 DDE FP	proKLK7 act	DDE Tn7 FP inh	ADAM17 inh	PLCg1 inh	ARFGAP1 inh	LEDGF integ inh	ADAM10 inh	TDP2 inh	ASAP1 GAP inh	structure
17	6	0.7	-2	-1	2	-11	0	1	2	6	Cc1ccccc1NC1=NS(=O)(=O)c2ccccc21
18	0	0.2	4	0	-2	9	0	8	3	-7	CCC(C)[C@H](NC(=O)C1CC(=O)N(c2ccc3c(c2)OCO3)C1)C(=O)NC1CCCCC1 (some centres not stated)
19	-2	0.3	2	1	1	-3	3	2	-2	-1	CCCn1c(N)c(N(CCOC)C(=O)CSc2cc(C)c3ccccc3n2)c(=O)[nH]c1=O
20	3	0.4	4	-4	-6	8	-7	-10	-1	-19	COc1ccc(S(=O)(=O)CCC(=O)N2CCN(c3ccc(C(C)=O)cc3)CC2)cc1
21	2	0.3	-2	-4	2	-3	-2	-6	8	4	CCOCCCNC(=O)COC(=O)/C=C/c1ccc(S(=O)(=O)N2CCc3ccccc32)cc1
22	1	0.5	-1	1	-8	5	-4	-4	-10	18	Cn1c(=O)[nH]c(=O)c2c1nc(N/N=C/c1ccncc1)n2Cc1ccc(F)cc1
